Screens deposited in PubChem BioAssay by National Center for Advancing Translational Sciences (NCATS).
Mm-Cpn inhibitor: Inhibitors of TCP-1 ring complex (TRiC) of Methanococcus maripaludis (MmCpn): qHTS; Potency, µM (top dose mostly 76.9 µM), for inactives: at the top dose activity, negative = inhibition, hits mostly inhibitors; purified Mm-Cpn ATPase, ADP Transcreener TR-FRET; AID 504842, 2011; actives 0.031% (n = 330,000); also: potency is read from the fitted curve at half-maximal effect; % is scaled to controls: 0 for no effect and ±100 for the full control effect; nearly all actives have a fitted effect of over 80% in size
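ATP (10 uM final) was added to archaeal chaperonin (25 nM final) after 10 min exposure to test compound at 37°C; after 30 min further incubation, ADP was detected by competitive TR-FRET.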
TDP43 rescue: qHTS of TDP-43 Inhibitors; TDP-43 expressing yeast growth rescue, BacTiter-Glo, 24 h; Potency, µM (titrated, usually from 46.1 µM), for the others: at the top dose growth rescue (activation), actives largely listed as activators; actives 1.8% (n = 410,000); also: potency is read from the fitted curve at half-maximal effect; % of control where 0% means no effect; nearly all actives have a fitted effect of over 50% in size
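Yeast expressing TDP-43 (pregrown in raffinose, seeded at OD600=0.02 in galactose medium) exposed to compounds 24 hr at 30 deg C. Growth read by BacTiter-Glo luminescence; rescue of toxicity appears as increased signal.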
FUS yeast rescue: qHTS for Suppressors of FUS Proteinopathy: Primary screen using FUS-linked yeast assay. Potency, µM (series often up to 76.6 µM), for the others: at the highest dose growth rescue (activation), actives largely listed as activators. actives 0.24% (n = 390,000). AID 1347120, 2019. S. cerevisiae FUS-expressing, growth rescue, OD600, 24 h;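 also: potency is read from the fitted curve at half-maximal effect; plate controls were DMSO vehicle for no effect and reference control for full effect; nearly all actives have a fitted effect of over 55% in size; some results filed as inactive show a strong effect at the top dose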
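Toxicity suppression screen in FUS-yeast. Cells induced with 2% galactose, starting OD 0.005, treated 24hr at 30C with compounds at multiple final concentrations; growth by OD600.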
PTHR1 ag: qHTS for PTHR1 Agonists: Primary Screen; Parathyroid hormone/parathyroid hormone-related peptide receptor (Homo sapiens), Q03431; HEK293 GP2 PTHR1 cells, GloSensor cAMP luminescence, 1 h; Potency, µM (highest dose often 115 µM), without a hit: at the highest dose activation, usual class: activators; actives 0.075% (n = 410,000); AID 743266, 2014; also: potency is read from the fitted curve at half-maximal effect; nearly all actives have a fitted effect of over 55% in size; some results filed as inactive show a strong effect at the top dose; inactives centre near -15; many of its hits are not listed in these tables
Target sequence (Q03431 whole entry, looked up): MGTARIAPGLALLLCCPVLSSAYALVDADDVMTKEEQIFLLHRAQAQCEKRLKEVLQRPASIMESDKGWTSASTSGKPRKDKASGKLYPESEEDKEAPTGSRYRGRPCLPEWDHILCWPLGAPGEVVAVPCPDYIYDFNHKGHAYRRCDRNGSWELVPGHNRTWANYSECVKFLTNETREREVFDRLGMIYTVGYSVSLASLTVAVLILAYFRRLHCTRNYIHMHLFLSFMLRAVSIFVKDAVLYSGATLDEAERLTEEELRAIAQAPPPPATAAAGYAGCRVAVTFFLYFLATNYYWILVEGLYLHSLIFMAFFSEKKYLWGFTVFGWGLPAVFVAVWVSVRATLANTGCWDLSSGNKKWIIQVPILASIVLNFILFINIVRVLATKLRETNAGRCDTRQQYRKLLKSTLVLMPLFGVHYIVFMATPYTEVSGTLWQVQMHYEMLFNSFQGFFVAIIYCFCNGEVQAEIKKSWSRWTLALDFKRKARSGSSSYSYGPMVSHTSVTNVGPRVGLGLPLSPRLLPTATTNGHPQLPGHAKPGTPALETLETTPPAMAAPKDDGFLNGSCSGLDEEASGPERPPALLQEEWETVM
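HEK-293-derived GP2 cells expressing PTHR1 and a GloSensor cAMP reporter, 3,000/well, plated overnight, given luciferin plus IBMX (each 0.5 mM as added) for 1 h at 37 °C, then compound for 1 h at 37 °C. Luminescence was read after 15 min at room temperature.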
aSyn rescue: qHTS of alpha-syn Inhibitors | actives 0.14% (n = 370,000) | AID 652106, 2013 | Potency, µM (doses to about 46.1 µM), for inactives: at the top dose growth rescue (activation), hits mostly activators | Yeast expressing alpha-synuclein, growth rescue, BacTiter-Glo, 24 h; also: potency is read from the fitted curve at half-maximal effect; % of control where 0% means no effect; nearly all actives have a fitted effect of over 65% in size
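Rescue of yeast growth: cells expressing toxic alpha-synuclein, induced in galactose at OD600 0.02, incubated with compound 24 h at 30 C. ATP luminescence quantified growth; inhibitors of toxicity appear as activators.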
Akt phos inh: HTS Assay for Inhibitors of Akt Phophorylation: Primary Screen; Neuro2A IGF-stimulated pAkt S473 HTRF, 20 min; stronger effect = lower value; activity change, % for hits at 50 µM; actives 0.32% (n = 360,000); in the data active = activity change below about -80%; inconclusive = mostly about -51% to -80%; also: % is scaled to controls: 0 for no effect and ±100 for the full control effect
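Neuro2A cells in DMEM with 0.5% FBS, overnight at 37 deg C, given compound at single 50 µM final, then IGF (6 nM final) for 20 min at 37 deg C. Lysed; phospho-Akt Ser473 by HTRF after 24 h, 665/615 ratio.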
Abeta yeast res: qHTS for compounds that reverse cellular toxicity of Amyloid beta (A-beta) peptide in yeast: Primary Screen; Potency, µM (series often up to 46.1 µM), for inactives: top-dose growth rescue, hits mostly activators; actives 0.063% (n = 410,000); yeast expressing A-beta42, growth rescue, OD600, 48 h; response scale: 0% DMSO, 100% iron-clioquinol control; also: potency is read from the fitted curve at half-maximal effect; nearly all actives have a fitted effect of over 55% in size
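Yeast A-beta toxicity model in growth medium with pinned compounds, 48 h at 30 C; growth read as absorbance at 600 nm. Normalized to FeCl3/clioquinol equimolar mix (positive) and DMSO (negative).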
GLP1R cytotox: qHTS of GLP-1 Receptor Inverse Agonists: Cytotox Screen; HEK293 cAMP-luciferase reporter cells, luminescence, 24 h; Potency, µM (highest dose often 38.3 µM), for inactives: at the top dose activity change, negative = inhibition, most hits filed as inhibitors; actives 0.13% (n = 410,000); AID 624418, 2012;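 also: loss of luciferase light is scored as toxicity; potency is read from the fitted curve at half-maximal effect; % is scaled to controls: 0 for no effect and ±100 for the full control effect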
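Here, cytotoxicity is scored as loss of luminescence. The MLSMR collection was tested on cells seeded in medium containing 10% Nu serum, with a 24 hr compound exposure preceded by 12 hours of culture.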
GLP-1R inv ag: qHTS of GLP-1 Receptor Inverse Agonists (Inhibition Mode). Glucagon-like peptide 1 receptor (Homo sapiens), P43220. HEK293 GLP-1R CRE-luciferase, luminescence, 24 h; GLP-1R form is constitutively active. Potency, µM (highest dose often 38.3 µM), for the others: at the highest dose activity change, negative = inhibition, usual class: inhibitors. actives 1.6% (n = 410,000). AID 624417, 2012; also: potency is read from the fitted curve at half-maximal effect; % is scaled to controls: 0 for no effect and ±100 for the full control effect; nearly all actives have a fitted effect of over 55% in size
Target sequence (P43220 whole entry, looked up): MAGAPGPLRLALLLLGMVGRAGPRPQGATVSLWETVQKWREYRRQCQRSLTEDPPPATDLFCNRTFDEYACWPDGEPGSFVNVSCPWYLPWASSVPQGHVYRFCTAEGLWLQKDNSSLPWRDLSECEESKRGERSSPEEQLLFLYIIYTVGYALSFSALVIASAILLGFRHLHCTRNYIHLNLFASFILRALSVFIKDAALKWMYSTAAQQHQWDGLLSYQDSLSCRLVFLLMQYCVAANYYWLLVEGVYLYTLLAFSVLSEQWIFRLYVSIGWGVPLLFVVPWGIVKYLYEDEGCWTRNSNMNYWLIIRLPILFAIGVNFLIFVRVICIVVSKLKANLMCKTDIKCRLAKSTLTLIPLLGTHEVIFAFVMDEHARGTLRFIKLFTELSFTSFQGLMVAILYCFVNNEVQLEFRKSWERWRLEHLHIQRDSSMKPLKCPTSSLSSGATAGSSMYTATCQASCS
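qHTS in 1536-well format: reporter HEK293 cells expressing constitutive GLP-1R activity in DMEM + 10% Nu serum, 24 hr with compounds at 37 deg C, luminescence read after 12 min with detection reagent.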
The depositor's hits bear a star; i = inactive; ? = inconclusive; / = not tested or not shown; [ ] = another dose, or the depositor's remark. Unless noted, calls follow the shape of the dose curve; as a rule, active = well fitted curve in the direction sought with a large enough effect; inconclusive = small, poorly fitted or top-dose-only effect, or another doubt; inactive = no such curve, though single readings can be large; an effect the other way counts as inactive or inconclusive.

SMILES | Mm-Cpn inhibitor | TDP43 rescue | FUS yeast rescue | PTHR1 ag | aSyn rescue | Akt phos inh | Abeta yeast res | GLP1R cytotox | GLP-1R inv ag
COC(=O)c1cn(C(=O)c2ccccc2Cl)c2ccccc12 | 0.9% | ? | -1.9% | -12.3% | -2.2% | i | -4.8% | ? | ?
CN1CCCN(C(=O)CNC(=O)c2ccccc2F)CC1 | -0.2% | -19.4% | / | 0.5% | 0.2% | i | -6.9% | -4.6% | 14.3%
CCCN(CC(=O)Nc1ccc(C(N)=O)cc1)CC(=O)Nc1cc(Cl)ccc1Cl | 0.7% | 17.0% | -10.9% | i | 1.7% | i | -8.4% | 5.8% | 9.1%
CC(NC(=O)CCNS(=O)(=O)c1cccc2nonc12)c1ccccc1 (configuration not stated) | -0.9% | -9.3% | -1.9% | -0.2% | 3.1% | i | -18.1% | 21.5% | 17.5%
CC(=O)c1ccc(N(CC(=O)NC2CCCC2)C(=O)CNC(=O)c2cccs2)cc1 | -0.2% | -13.5% | 12.9% | i | 0.0% | i | 3.0% | -5.2% | -7.7%
COc1cccc(OCCOc2ccc(/C=C3\C(=N)N4N=C(S(C)(=O)=O)SC4=NC3=O)cc2OC)c1 | -3.5% | -1.0% | 11.6% | -22.7% | -2.0% | i | 1.0% | 19.9% | 5.3%
Cc1cccc(C)c1OCCN1CCOCC1 | -0.7% | 2.5% | -27.0% | -17.7% | 0.2% | i | -9.6% | 4.9% | 3.4%
COc1cccc(NC(=O)NCc2ccc(F)cc2)c1 | -0.5% | 16.6% | 13.8% | -0.9% | 4.0% | i | 5.6% | 0.1% | ?
O=C(Nc1ccccc1Oc1ccccc1)c1ccccc1F | 0.7% | 12.6µM* | 8.2% | i | -7.6% | i | 4.8% | 17.2% | ?
O=C(Nc1ccc(-c2ccc([N+](=O)[O-])cc2)cc1)c1ccccc1F | -0.3% | -22.6%[0.397 µM] | 31.0% | ? | -8.2% | i | -0.4% | -3.8% | 40.1%[activator]
Oc1ccccc1-c1n[nH]c(-c2ccccc2O)n1 | / | -19.0% | / | -98.0%[inhibitor] | 5.1% | i | 11.5% | ? | ?
CC1Cc2ccccc2N1C(=S)NC(=O)C1(C)CC1(Cl)Cl (configuration not stated) | -0.3% | ? | -13.7% | -2.5% | -5.7% | i | 12.6µM* | 4.5% | ?
Cc1cc(C)c(C(=O)NC2CC(C)(C)Cc3c2cnn3-c2ccccc2)o1 (configuration not stated) | 0.6% | 15.8µM* | 31.7% | i | -8.7% | i | -1.9% | -3.1% | 10µM*
COc1ccc(OC)c(CCNC(=O)c2cc3c(=O)oc4ccc(C)cc4c3s2)c1 | / | -3.9% | -21.0% | -46.1%[inhibitor] | / | / | -12.1% | 0.5% | 7.3%
CC(C)(C)C(=O)CN1C(=O)NC2(CCc3ccccc32)C1=O (configuration not stated) | 4.1% | 0.0% | 0.0% | i | 0.6% | i | 13.1% | -5.7% | 6.1%
O=C(NCc1cccnc1)c1ccccc1-c1ccccc1 | 0.5% | 24.8%[9.22 µM] | -4.7% | -14.4% | -74.2%[inhibitor] | i | -0.6% | 4.3%[7.66 µM] | -16.7%[7.66 µM]
COc1cccc(C(=O)NCCS(=O)(=O)NCc2ccco2)c1 | 0.0% | -6.2% | 1.0% | -18.2% | 1.0% | i | -7.1% | 0.4% | 0.7%
CSc1cccc(CN2CCC(CO)(Cc3ccccc3)CC2)c1 | -2.5% | 9.7% | -11.8% | -4.9% | 0.2% | i | 7.5% | 9.6% | ?
COc1ccc(C(=O)O/N=C(\N)c2ccncc2)cc1OC | 1.1% | -9.2% | / | i | -1.0% | i | 6.3% | -9.5% | 70.5%[activator]
O=C(c1ccc(-c2ccccc2)cc1)C1CCCN(C(=O)c2ccncc2)C1 (configuration not stated) | 1.3% | -14.1% | 24.7% | i | ? | i | -13.1% | -11.3% | ?
CC(C)NC(=O)CN1CCN(C(=O)CCl)CC1 | -2.9% | -11.3% | -9.0% | i | -11.9% | i | -10.5% | -6.4% | 12.1%
CCOc1cccc2cc(C(=O)NCc3ccccc3)c(=N)oc12 | 1.6% | 19.5% | 31.7% | -21.5% | 4.2% | i | -13.3% | -30.6% | 0.9%
CCCN(CC(=O)Nc1ccccc1OC)C(=O)Cc1ccccc1F | 2.4% | -6.5% | -6.6% | -2.0% | -2.4% | i | -12.2% | 3.3% | -4.8%
CCC(=O)Nc1cc2c(cc1Cl)-c1ccccc1C2 | / | 13.9% | 3.8% | -30.0% | 1.1% | i | -2.4% | -7.8% | -34.7%
COc1ccc(NC(=O)CSC2=Nc3ccccc3C3=NC(CC(=O)NCCc4ccccc4)C(=O)N23)cc1 (configuration not stated) | / | ? | 45.8% | -30.9% | / | / | 0.9% | -15.8% | 31.7%[activator]
Cc1cccc(C)c1-n1nnnc1C1(C)CCC(=O)N1Cc1cccnc1 (configuration not stated) | / | 13.7% | -12.6% | i | -6.3% | i | -5.0% | 6.2% | 14.9%
O=C(COc1cc(O)c2c(=O)cc(-c3ccccc3)oc2c1)c1cccc([N+](=O)[O-])c1 | -1.4% | -18.8% | 4.2% | -11.4% | 0.5% | i | 9.0% | -0.1% | 5.3%
O=C(CCC(=O)c1ccc(F)cc1)Nc1ccc(Cl)cc1 | / | -10.0% | 0.4% | -19.4% | / | / | -1.3% | -1.0% | -13.8%
CC(=O)Nc1ccc(S(=O)(=O)N(C)c2ccc(OCC(=O)OCC(=O)NCc3ccco3)cc2)cc1 | -2.0% | 15.3% | 21.4% | -20.8% | -1.5% | i | 10.3% | 7.5% | 14.4%
O=C(NCCCCc1ccccc1)c1ccccc1Br | / | 19.4% | 4.1% | -7.3% | 13.6% | i | 10.6% | 1.0% | -55.3%

Retrieved one by one from the entries so far (2):
SMILES | Mm-Cpn inhibitor | TDP43 rescue | FUS yeast rescue | PTHR1 ag | aSyn rescue | Akt phos inh | Abeta yeast res | GLP1R cytotox | GLP-1R inv ag
O=C(CCC(=O)c1ccc(F)cc1)Nc1ccc(Cl)cc1 | / | -10.0% | 0.4% | -19.4% | / | / | -1.3% | -1.0% | -13.8%
COc1ccc(NC(=O)CSC2=Nc3ccccc3C3=NC(CC(=O)NCCc4ccccc4)C(=O)N23)cc1 (configuration not stated) | / | ? | 45.8% | -30.9% | / | / | 0.9% | -15.8% | 31.7%[activator]

(list continues)
SMILES | Mm-Cpn inhibitor | TDP43 rescue | FUS yeast rescue | PTHR1 ag | aSyn rescue | Akt phos inh | Abeta yeast res | GLP1R cytotox | GLP-1R inv ag
CC1=C(C#N)C(C)C2=C(CC(C)(C)CC2=O)N1 (configuration not stated) | -2.7% | 10.5% | -20.4% | i | 1.6% | i | -0.9% | 128.6%[activator] | ?
CCOc1ccccc1NC(=O)CN1C(=O)C2(SCC(=O)N2c2ccc(C)cc2)c2ccccc21 (configuration not stated) | / | 18.0% | 1.4% | -31.6%[inhibitor] | -9.3% | / | 1.0% | -2.0% | 5.2%
N#CC(C(O)c1ccccc1)N1CCOCC1 (configuration not stated) | / | 17.8% | -6.1% | -23.5% | 1.9% | i | -3.7% | 12.2% | 4.5%
O=C(Nc1nnc([C@H]2C[C@H](O)[C@@H](CO)O2)s1)c1cccc(Cl)c1 | / | -3.6% | -11.0% | -10.9% | -0.1% | i | -18.8% | -3.4% | -12.3%
O=C(NCCCO)c1nnc(Cc2c(F)cccc2Cl)o1 | 0.6% | -14.7% | ? | i | 0.4% | / | -22.2% | 22.8% | 14.2%
CN(C(=O)c1cc(COc2ccc(F)cc2Cl)on1)C1CCCc2ccccc21 (configuration not stated) | 3.8% | 11.4% | 12.4% | -3.5% | 3.8% | i | -4.3% | -2.1% | -4.7%
Cc1ccc(C(=O)Nc2ccncc2)cc1S(=O)(=O)N1CCOCC1 | 0.2% | 5.6% | 1.8% | -27.9% | -1.1% | i | 2.8% | -21.9% | -12.7%
CSc1ncccc1C(=O)N1CCCC(C(=O)c2ccc3ccccc3c2)C1 (configuration not stated) | 3.4% | ? | 1.7% | -30.9%[inhibitor] | 4.5% | i | 0.1% | -6.2% | 10.4%
COC(=O)c1c(NC(=O)COC(=O)CNC(=O)c2ccco2)sc(C)c1C | 2.7% | 4.5% | -4.9% | i | -5.6% | i | 18.7% | -6.4% | 0.3%
O=C(COc1ccc(F)cc1)Nc1nnc(SCc2cc(=O)n3ccccc3n2)s1 | / | 9.0% | -15.5% | -6.9% | / | / | -5.8% | -3.3% | -3.6%
COC(=O)c1c(NC(=O)CN2C(=O)NC3(CCC(C(C)(C)C)CC3)C2=O)sc2c1CCCCC2 (configuration not stated) | 0.1% | 1.2% | 6.0% | -10.0% | 18.9% | i | -2.9% | 16.1% | -6.1%
CCOC(=O)N1CCN(C(=O)c2cc3c(s2)-c2ccc(Cl)cc2S(=O)(=O)C3)CC1 | -5.4% | 28.0% | -7.1% | -68.8%[inhibitor] | 3.2% | i | 22.6% | 1.5% | -3.5%
COc1cccc(C(=O)N=c2sc3c(C)ccc(OC)c3n2C)c1 | 1.5% | 10.3% | -20.1% | -31.5%[inhibitor] | 0.2% | i | 4.7% | -2.0% | 44.4%[activator]

An excerpt; the hit share may differ from the screen's.
